# ALOX12 inh: Primary qHTS assay for inhibitors of human arachidonate 12S-lipoxygenase (ALOX12): Round 2; Polyunsaturated fatty acid lipoxygenase ALOX12 (Homo sapiens), P18054; purified 12hLO, xylenol orange hydroperoxide absorbance; Potency, µM (series often up to 108 µM), without a hit: at the top dose activity change, negative = inhibition, actives largely listed as inhibitors; 580,000 compounds, 1.1% hits; active = well fitted inhibition curve with a large enough effect; inconclusive = small, poorly fitted or top-dose-only effect, or another doubt; inactive = no such curve, though single readings can be large or run the other way
# Target sequence (P18054 whole entry, looked up): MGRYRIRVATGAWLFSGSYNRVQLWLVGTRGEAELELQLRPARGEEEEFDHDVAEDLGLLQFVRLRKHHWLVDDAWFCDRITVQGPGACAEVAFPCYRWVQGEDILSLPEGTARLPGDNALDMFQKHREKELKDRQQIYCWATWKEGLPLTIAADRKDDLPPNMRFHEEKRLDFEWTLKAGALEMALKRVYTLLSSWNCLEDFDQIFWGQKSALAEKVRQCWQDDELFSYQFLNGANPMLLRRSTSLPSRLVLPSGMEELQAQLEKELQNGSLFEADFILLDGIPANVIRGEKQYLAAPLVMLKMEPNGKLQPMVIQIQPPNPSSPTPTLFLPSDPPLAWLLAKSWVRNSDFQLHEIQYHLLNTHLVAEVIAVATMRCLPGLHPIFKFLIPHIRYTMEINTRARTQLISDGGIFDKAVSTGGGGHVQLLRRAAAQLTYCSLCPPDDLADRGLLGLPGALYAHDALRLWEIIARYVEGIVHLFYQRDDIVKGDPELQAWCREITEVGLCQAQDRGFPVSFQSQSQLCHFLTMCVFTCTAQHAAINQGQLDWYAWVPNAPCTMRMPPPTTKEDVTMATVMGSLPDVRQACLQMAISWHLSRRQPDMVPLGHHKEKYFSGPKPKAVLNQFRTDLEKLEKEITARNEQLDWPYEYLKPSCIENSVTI
#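 Hydroperoxide product was detected by ferrous iron/xylenol orange as the 573 to 405 nm absorbance ratio. Arachidonic acid at 40 uM (final) was turned over for 30 min at room temperature by 150 nM human 12hLO, pH 7.0 Hepes buffer, after 15 min compound preincubation.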
# The depositor's hits bear a star; ? = inconclusive; [ ] = another dose, or the depositor's remark. % is scaled to controls: 0 for no effect and ±100 for the full control effect; potency is read from the fitted curve at half-maximal effect.
no.	compound	ALOX12 inh
1	COc1ccc2[nH]c(=O)c(CN(C)C(=O)c3ccccn3)cc2c1	?
2	O=C(Nc1ccc(-c2nnc3n2CCCC3)cc1)c1ccncc1	79%[activator]
3	COC1CCOC2(CCN(S(=O)(=O)c3c(C)noc3C)CC2)C1 (configuration not stated)	5%
4	Cc1nc2cnc(N3CCNCC3)nc2n(-c2ccccc2)c1=O	0%
5	COc1ccc(-c2cc(N3CCCN(C(=O)c4ccc5[nH]ccc5c4)CC3)n[nH]2)cc1	-6%
6	CN(Cc1ccccc1)C(=O)OCc1cn(Cc2ccc(C(F)(F)F)cc2)nn1	6%
7	COc1cccc(-c2noc(CC3CCN(C(=O)c4ccc(C)cc4C)CC3)n2)c1	9%
8	O=C(NCCO)c1cn(C2CCCN(Cc3cccc(C(F)(F)F)c3)C2)nn1 (configuration not stated)	15%
9	CN(C)C(=O)N1C[C@@H]2CN(C3CCOCC3)C[C@]2(C(=O)O)C1	0%
10	CC(C)NC(=O)c1ccnc(-c2ccccc2S(=O)(=O)NC(C)(C)C)c1	39%[activator]
11	O=C(NCc1coc(-c2cccs2)n1)c1cccc(Br)c1	?
12	Cn1ccnc1CN1CCC2(CC1)CC(c1ccccc1)C(=O)N(C1CC1)C2 (configuration not stated)	51%
13	C=CCNCc1ccc(C)cc1	-3%
14	CC1(C)CC(=O)C2=C(C1)NC(=O)C(C#N)C2c1ccccc1 (configuration not stated)	?
15	CN(NC(=O)c1ccc2c(c1)OCC(=O)N2)c1ccccc1	-9%
16	Cc1nnc([C@@H]2CC(F)(F)CN2C(=O)c2ccoc2C)o1	-6%
17	O=C(NCc1ccccc1)N1CCC(Oc2ncccc2C(=O)N2CCCCC2)C1 (configuration not stated)	-9%
18	COC(=O)N(C)Cc1cccc(C(F)(F)F)c1	12%[176 µM]
19	COP(=O)(OC)OC(C(=O)c1ccccc1)c1ccc(Cl)cc1 (configuration not stated)	-10%
20	COc1ccc(C(=O)COC(=O)C2(c3ccccc3)CCCC2)cc1F	-4%
21	Cc1c(C)c2cc(Cl)c(OCC(=O)NCc3cccnc3)cc2oc1=O	-3%
22	Cc1noc([C@@H]2CC(F)(F)CN2C(=O)c2cc(C3CC3)[nH]n2)n1	3%
23	CSc1nnc2n(-c3ccccc3)c(=O)c3c4c(sc3n12)COC(C(C)C)C4 (configuration not stated)	6%
24	CC(C)n1nnnc1SCC(=O)N1N=C(c2cc3ccccc3o2)CC1c1ccco1 (configuration not stated)	?
25	Cc1ccnn1CCC(=O)Nc1nn(C)c2cccc(N3CCOCC3)c12	-8%
26	COCC(=O)NC1CCC12CCN(C(=O)c1ccc(C)nc1)CC2 (configuration not stated)	72%[activator]
27	O=C(Cc1ccccc1)NC[C@H]1Cn2c(-c3ccc4c(c3)OCO4)cnc2CO1	32%[activator][176 µM]
28	CN1C(=O)C2(CCN(Cc3ccnn3C)C2)c2ccccc21 (configuration not stated)	17%[176 µM]
29	CC(Nc1oc(COc2ccccc2Cl)nc1C#N)c1ccccc1 (configuration not stated)	?
30	COc1ccc(CNc2cccc(C(=O)O)c2C)cc1OC	-17%
31	COc1ccc(NC(=O)NCC2Cn3cccc3C(=O)N2C)cc1 (configuration not stated)	18%
32	CCOc1ccccc1NC(=O)CCS(=O)(=O)c1ccc2c(c1)CCN2C(=O)C1CC1	-3%
33	S=C(NCCC(c1ccccc1)c1ccccc1)Nc1ccc(Nc2ccccc2)cc1	?
34	CCc1ccccc1CN1CCCCC12Cc1ccccc1CNC2=O (configuration not stated)	?
35	COc1ccc(C(=O)N2CCOC3(CCN([S+](C)(=O)[O-])CC3)C2)cc1	2%[6.33 µM]
36	Cc1ccc(C2CC(=O)Nc3c2c(C)nn3-c2ccc3nncn3n2)cc1C (configuration not stated)	7%
37	COCC1CN(S(=O)(=O)c2cccc(C)c2)CC12CCOCC2 (configuration not stated)	-9%
38	COC(=O)c1ccc(Oc2c(C)oc3cc(OCc4ccccc4)ccc3c2=O)cc1	3%
39	Cc1cc(C)n2c(Nc3ccc4c(c3)OCCO4)c(-c3ccc(F)cc3)nc2n1	?
40	COc1ccc(CC(=O)NC(C)c2ccco2)cc1 (configuration not stated)	-32%
41	NC(=O)COC[C@@H]1CN(C(=O)CC2CCCCC2)C[C@H]1c1ccncc1	-6%
42	Cc1ccc(-c2noc([C@@H]3C[C@@H](O)CN3Cc3nc4ccccc4n3C)n2)cc1F	5%[176 µM]
43	COC(=O)c1ccc2nc(C[C@@H]3C[C@@H](C(C)C)[C@H](CNC(=O)CCCC(=O)O)C=C3C)[nH]c2c1	-6%
44	COc1ccc(-c2noc(C(=O)NC(C)C)c2[C@H](C)O)cc1	20%[176 µM]
45	O=C1CC(c2noc(-c3cc(F)cc(F)c3)n2)CN1c1ccc(F)cc1 (configuration not stated)	78%[activator]
46	COc1ccc(OCc2nc(C3CN(C(=O)c4cccn4C)C3)no2)cc1	12%
47	CCC(C(=O)NCCn1ccn2nc(-c3ccc(OC)cc3)cc2c1=O)c1ccccc1 (configuration not stated)	7%
48	O=C1CCCC[C@@H](CO)[C@H](O)C[C@H](c2ccccc2)O1	-7%
49	Cc1ccc(C(=O)N2C[C@@H](CO)[C@H](c3ccncc3)C2)cc1F	7%
50	CC1=C(C(=O)Nc2ccc(C)cc2C)C(c2ccc(C(C)C)cc2)NC(=S)N1 (configuration not stated)	?
51	CCc1nc2c(c(-c3ccc(OC)cc3)n1)CCN(Cc1ccc(OC)cc1)CC2	6%[6.33 µM]
52	COc1cccc(C=C2SC(=S)N(Cc3ccco3)C2=O)c1OC	-20%
53	Clc1ccc(-c2ccc(CNc3ncn[nH]3)o2)c(Cl)c1	-21%
54	NS(=O)(=O)c1nn2cc(-c3ccccc3)nc2s1	0%
55	O=C(NCc1n[nH]c2c1CCC2)c1coc(COc2cccc(F)c2F)n1	39%[activator]
56	CO[C@H]1C(=O)N(C(C)C)[C@H]1C1CCN(C(=O)c2ccc(C)nc2)CC1	10%
57	COc1ccccc1C(=O)N1CCC2CCNC2C1 (configuration not stated)	-9%
58	COC(=O)c1cccc(-c2nc(C3CC(=O)N(c4ccc(F)cc4)C3)no2)c1 (configuration not stated)	13%
59	O=C(Cn1ccn2nc(-c3ccc4c(c3)OCO4)cc2c1=O)NCc1ccco1	?
60	CC(C)c1nc2c(c(-c3ccc(Cl)cc3)n1)CCN(CC1CC1)CC2	-2%[6.33 µM]

# Compounds listed so far that contain a thiophene ring, fused or not (two):
no.	compound	ALOX12 inh
11	O=C(NCc1coc(-c2cccs2)n1)c1cccc(Br)c1	?
23	CSc1nnc2n(-c3ccccc3)c(=O)c3c4c(sc3n12)COC(C(C)C)C4 (configuration not stated)	6%

# The results go on.
no.	compound	ALOX12 inh
61	CCOC(=O)C[C@@H]1C[C@@H](C(C)C)[C@H](CNC(=O)C2CC2)C=C1C	3%[176 µM]
62	CCN(Cc1ccc(Br)s1)C(=O)c1cnc(C)cn1	-7%
63	Cc1ccc(S(=O)(=O)Nc2cc([N+](=O)[O-])c([N+](=O)[O-])cc2NS(=O)(=O)c2ccc(C)cc2)cc1	?
64	CSc1ccc(CN(C)C(=O)CSc2nnc(COc3ccc(Cl)cc3)n2C)cc1	?
65	CC1(C(=O)NCc2cccnc2)CCCc2cnc(NCc3ccccc3)nc21 (configuration not stated)	-3%[176 µM]
66	CNC(=O)[C@@H]1C[C@@H](N)CN1C(=O)c1ccc(OC)c(OC)c1OC	-3%
67	CCNC(=O)N1CCCCCCN(C)C(=O)[C@@H]2CCC[C@@H]21	15%
68	CCOc1ccc(OCCSc2nnc(-c3ccccc3Cl)n2CCCOC)cc1	9%
69	Cn1c(=O)c2c(nc(N3CCC(C(N)=O)CC3)n2Cc2ccccc2)n(C)c1=O	1%
70	O=C(Nc1ccc(Cl)cc1)c1nc2ccccc2nc1N1CCCCC1	1%
71	C[C@]1(CO)[C@H]2Cc3sc(NC(=O)c4ccc(F)cc4)nc3[C@@H](CC(=O)N3CCOCC3)[C@]2(C)CC[C@H]1O	14%
72	CC1CCN(c2ccc(-c3ccc(NS(=O)(=O)c4ccc(Cl)s4)cc3)nn2)CC1	-24%
73	COc1ccc(CN2C[C@H]3CN(Cc4ccc5c(c4)OCCO5)CCN3C2=O)cc1	1%[176 µM]
74	CCc1nc(C)ccc1OCC(=O)N1CCCn2nc(C(C)O)cc2C1 (configuration not stated)	42%[activator]
75	O=c1c(-c2ccc(F)cc2)nc2cncnc2n1Cc1ccc(F)cc1	0%

# Three entries from above, arranged by their value in ALOX12 inh, falling:
cpd | Compound | ALOX12 inh
70 | O=C(Nc1ccc(Cl)cc1)c1nc2ccccc2nc1N1CCCCC1 | 1%
66 | CNC(=O)[C@@H]1C[C@@H](N)CN1C(=O)c1ccc(OC)c(OC)c1OC | -3%
72 | CC1CCN(c2ccc(-c3ccc(NS(=O)(=O)c4ccc(Cl)s4)cc3)nn2)CC1 | -24%

# New compounds follow.
no.	compound	ALOX12 inh
76	Cc1ccc(S(=O)(=O)N2CCC(CCC(=O)NC3CCS(=O)(=O)C3)CC2)cc1 (configuration not stated)	7%
77	Cc1ccc(-c2nc(C(=O)NCc3ccccc3F)no2)cc1	21%
78	Cc1c(S(=O)(=O)c2ccc(F)cc2)c(N)n(Cc2cccnc2)c1C	-28%
79	COc1ccc(C(=O)N2CCC(c3noc(-c4cnccn4)n3)C2)cn1 (configuration not stated)	46%[activator]
80	Cc1cc(C)c2c(=O)cc(C(=O)N(Cc3ccco3)C3CCS(=O)(=O)C3)oc2c1 (configuration not stated)	8%
81	CC(C)NC(=O)C1CC(c2ccc(F)cc2)=NO1 (configuration not stated)	45%
82	Cc1ccc(CC(=O)N2CCc3[nH]nc(C(=O)NCCCc4ccccc4)c3C2)cc1	21%
83	COc1ccc(NC(C)=O)cc1NC(C)C(=O)N(C)Cc1cccc(F)c1 (configuration not stated)	-3%
84	COC(=O)c1ccc(NC(=O)N2CCCC(c3nn[nH]n3)C2)cc1 (configuration not stated)	?
85	C#CCN([C@H](C(=O)OC)C(C)CC)S(=O)(=O)c1ccccc1Br (some centres not stated)	10%
86	COc1cccc(CN2C(=O)CCCCC2C(=O)NCCc2c[nH]c3ccc(OC)cc23)c1 (configuration not stated)	6%
87	CC(=O)NC(C(=O)NC(C)c1ccc(Cl)cc1)C(C)C (configuration not stated)	-5%
88	CCc1noc2ncnc(N3CCCC(C(=O)NCCc4ccc(SC)cc4)C3)c12 (configuration not stated)	-8%
89	O=C(Cn1nc(-c2ccccc2)c2ccccc2c1=O)N1CCC(Cc2ccccc2)CC1	?
90	CC(=O)N1CCN(C(=O)C[C@@H]2C[C@@H](C(C)C)[C@H](CNC(=O)Nc3cccc(F)c3)C=C2C)CC1	5%
91	Cc1ccc(-c2cc(C(=O)NC(C)C)c3ccccc3n2)cc1C	-6%
92	CC(C)CCN1CCC(N2CCN(C(=O)C3CC3)CC2)C1=O (configuration not stated)	-2%
93	COc1ccc(-c2cnc(CCC(=O)N3CCS(=O)CC3)o2)cc1	-32%
94	CCn1nc(C(=O)OCC(=O)Nc2ccc(Cl)c(S(=O)(=O)N(C)C)c2)c2ccccc2c1=O	-1%
95	COCC(=O)NC[C@H]1O[C@@H](CO)[C@@H](O)[C@H]1N1CCN(c2cccc(C(F)(F)F)c2)CC1	6%
96	CCOc1cc(=O)n2c(c1C(=O)Nc1cccc(Br)c1)CCCC2	14%
97	Cc1c(Cl)cccc1S(=O)(=O)Nc1ccc(NC(N)=O)cc1	?
98	CN(C)Cc1cn2c(=O)n(C)cc(-c3cccc(OCc4ccccc4)c3)c2n1	25%[176 µM]
99	COCC1CN(C(C)=O)CC12CCN(S(=O)(=O)c1ccc(F)cc1)CC2 (configuration not stated)	29%
100	Cc1sc(C=O)cc1CN1CCOCC1	56%
101	Cc1nn2c(c1-c1cccnc1N1CCOCC1)N(C(=O)c1ccc(Oc3ccccc3)cc1)CCC2	-38%
102	CC(C)c1nc2cc(NC(=O)NCc3ccccc3)ccc2o1	2%
103	Cc1ccc(NC(=O)CN(C)C(=O)c2ccc3c(c2)nnn3C2CCCC2)cc1	8%
104	Cn1cnc([N+](=O)[O-])c1	-1%
105	CCCCNc1ccc2nncn2n1	19%
106	O=S1(=O)CCSC[C@@H](CNCc2ccco2)N1	20%
107	Cc1ccc(OCCN(C)C(=O)c2cnc3ccccc3n2)cc1	-6%
108	Cc1cc(Nc2cccc(Cl)c2)nc2ccc(NC(=O)C3CCC(C)CC3)cc12 (configuration not stated)	?
109	CCOc1ccc2c(n1)CCN(C(=O)c1ccnn1C)C2	38%[activator]
110	Cc1ccc(-c2ncc(NC(=O)Cc3ccccc3C)cn2)cc1	45%[activator]
111	O=c1cc(N2CCOCC2)oc2c(NCc3cnccn3)nccc12	12%[176 µM]
112	N#Cc1nc(-c2ccc(Cl)cc2)oc1NCc1ccccc1Cl	-14%
113	COc1ccccc1C(=O)N1CCCn2nc(C)c(-c3ccccc3OCc3ccccc3)c21	10%
114	CCOC(=O)[C@]12CCC=C1N(CCC1=CCCCC1)C(=O)[C@H](CC(=O)NCC1CCCCC1)C2	?
115	O=C1Nc2cc(Cl)ccc2C(=O)N2CCN(C(=O)C3CCCCC3)C[C@H]12	19%[176 µM]
116	CCc1cc(C(=O)NC(C)c2ccccc2)sc1C (configuration not stated)	?
117	N#CC(/C(=N/S(=O)(=O)c1cccs1)c1ccccc1)c1ccccn1 (configuration not stated)	-24%
118	O=C(NCCNC(=O)c1cc2ccccc2[nH]1)C(=O)N1CCN(Cc2ccccc2)CC1	14%

# Part of the list above, with the structure last:
no.	ALOX12 inh	smiles
17	-9%	O=C(NCc1ccccc1)N1CCC(Oc2ncccc2C(=O)N2CCCCC2)C1 (configuration not stated)
18	12%[176 µM]	COC(=O)N(C)Cc1cccc(C(F)(F)F)c1
19	-10%	COP(=O)(OC)OC(C(=O)c1ccccc1)c1ccc(Cl)cc1 (configuration not stated)

# Values by screen from the list.
# Nos. 112–115 in ALOX12 inh, in turn: -14%, 10%, ?, 19%[176 µM]

# Bioassay records as filed in PubChem BioAssay.

# Not all compounds are listed. The share of hits here may be higher or lower than overall.
